Tat export inh = E. coli Tat export inhibitors, primary screen, MC4100, TorA-mCherry reporter, fluorescence, single point | inhibition, % at 10 µM | 0.036% of 340,000 active | AID 488895, 2010;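 active = mean replicate inhibition at least 50% and at least half of replicates individually reaching 50%; inconclusive = only one of the two criteria met; inactive = neither criterion met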;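 also: exported cargo escapes ClpAP degradation while cytoplasmic cargo is degraded and loses fluorescence; 0% = median of neutral control wells and 100% = median of NaSCN control wells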
V-ATPase pHluor = regulators of yeast V-ATPase proton pumping, primary screen, pHLuorin cytosolic pH fluorescence | S. cerevisiae | response, % at 10 µM | 0.37% of 350,000 active | AID 504577, 2011; in the data active = response mostly above about 7.3%, no sharp cut-off; inactive = mostly below about 5.4%; also: actives read high; inactives centre near 0; some compounds called inactive have numbers as strong as hits
dFosB act = activators of delta FosB homodimer, primary screen, biochemical, fluorescence polarization, TAMRA-CDK5 oligo, single point; Protein FosB (Mus musculus), P13346; purified delta FosB; percent of positive-control signal above neutral wells; activation, % at 25 µM; 0.99% of 340,000 active; AID 493131, 2011;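 active = mean activation above about 17%, with every replicate also reaching it, limit read from the data, passing the limit was not always enough; inconclusive = only one of the two conditions met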;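 also: fluorescence polarization rise as delta FosB binds a TAMRA Cdk5 AP-1 oligo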
RTF Ca sens act = cardiac RTF calcium sensitivity activators, primary screen, biochemical, IANBD-TnC fluorescence, EC20 calcium. 0.24% of 340,000 active. IANBD-labeled TnC RTF fluorescence at EC20 calcium; 0% EC20 calcium, 100% full calcium. AID 493008, 2010. activation, % at 7.2 µM;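 active = activation above the mean over all tested compounds plus 3 SD, cut at about 30% in these data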;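 also: rise in fluorescence read as greater calcium sensitivity of cardiac thin filaments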
CDK5 inh = inhibitors of human CDK5/p35 kinase, primary screen, biochemical, single concentration | inhibition, % at 10 µM | 0.01% of 330,000 active | Recombinant CDK5/p35, ADP-Glo luminescence, 60 min | Cyclin-dependent kinase 5 (Homo sapiens) + Cyclin-dependent kinase 5 activator 1 (Homo …;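 active = highest replicate inhibition of at least 50% and at least 75% of replicates reaching 50%; inconclusive = only one of the two criteria met; inactive = both criteria failed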;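 also: plate controls were DMSO neutral control for no effect and GW8510 at 10 µM for full effect; many of its hits are not listed in these tables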
Target sequence (Q00535 whole entry, looked up): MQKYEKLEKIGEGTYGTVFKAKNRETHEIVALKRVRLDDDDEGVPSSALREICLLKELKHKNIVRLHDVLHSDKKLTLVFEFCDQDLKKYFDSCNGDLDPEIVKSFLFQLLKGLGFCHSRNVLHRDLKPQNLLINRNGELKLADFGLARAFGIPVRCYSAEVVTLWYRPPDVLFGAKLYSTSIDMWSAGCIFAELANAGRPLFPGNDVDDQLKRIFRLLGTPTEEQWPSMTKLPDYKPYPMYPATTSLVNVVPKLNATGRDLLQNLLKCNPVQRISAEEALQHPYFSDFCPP
Target sequence (Q15078 whole entry, looked up): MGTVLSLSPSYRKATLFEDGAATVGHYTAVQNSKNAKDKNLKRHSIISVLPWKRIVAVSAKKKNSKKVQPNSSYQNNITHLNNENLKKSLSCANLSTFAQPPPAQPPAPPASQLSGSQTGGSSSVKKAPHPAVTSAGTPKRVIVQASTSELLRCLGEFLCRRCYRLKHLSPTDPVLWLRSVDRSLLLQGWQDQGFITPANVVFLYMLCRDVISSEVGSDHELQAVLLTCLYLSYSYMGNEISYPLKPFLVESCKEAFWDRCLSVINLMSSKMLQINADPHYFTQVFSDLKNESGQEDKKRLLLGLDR
Rtt109 HAT inh = inhibitors of C. albicans Rtt109/Vps75 HAT, primary screen, biochemical, ThioGlo CoA-SH fluorescence, plate reader | 0.16% of 330,000 active | purified Rtt109/Vps75, 4 h | inhibition, % at 34.9 µM | Histone acetyltransferase RTT109 (Candida albicans (strain SC5314 / ATCC MYA-2876)), … | AID 540336, 2011;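 active = inhibition of at least 50% in every replicate; inconclusive = best replicate reaches 50% inhibition but some replicates fall short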
Target sequence (Q5AAJ8 whole entry, looked up): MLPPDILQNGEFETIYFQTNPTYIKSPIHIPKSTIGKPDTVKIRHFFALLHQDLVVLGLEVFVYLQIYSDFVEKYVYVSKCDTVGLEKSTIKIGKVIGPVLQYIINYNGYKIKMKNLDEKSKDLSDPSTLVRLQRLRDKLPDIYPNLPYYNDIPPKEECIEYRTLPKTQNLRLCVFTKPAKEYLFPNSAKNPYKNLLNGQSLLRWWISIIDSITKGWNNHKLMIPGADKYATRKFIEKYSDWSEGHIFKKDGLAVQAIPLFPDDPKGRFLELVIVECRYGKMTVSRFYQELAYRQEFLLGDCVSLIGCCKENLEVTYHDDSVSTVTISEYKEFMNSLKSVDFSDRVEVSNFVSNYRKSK
CAL PDZ FP-1 = untagged CAL PDZ binding inhibitors, primary screen, biochemical, fluorescence polarization, HTS. AID 602252, 2012. Golgi-associated PDZ and coiled-coil motif-containing protein (Homo sapiens), Q9HD26. purified CAL PDZ, TMR-peptide fluorescence polarization, 1 h. inhibition, % at 24.9 µM. 0.92% of 300,000 active;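 active = mean inhibition of at least 30% with at least half of replicates also reaching 30%; inconclusive = no clear call, values can overlap the other calls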;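 also: 0% = DMSO neutral control and 100% = excess unlabeled competitor peptide PRC23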
CAL PDZ FP-2 = CAL PDZ peptide-binding inhibitors, primary screen, biochemical, fluorescence polarization, Cer-tagged CAL PDZ, HTS. Golgi-associated PDZ and coiled-coil motif-containing protein (Homo sapiens), Q9HD26. purified CAL PDZ, TMR-peptide fluorescence polarization, 1 h. inhibition, % at 20 µM. 0.02% of 330,000 active. AID 504414, 2011;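 active = highest replicate inhibition of at least 40%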;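 also: plate controls were DMSO neutral control wells for no effect and unlabeled competitor peptide control wells for full effect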
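Material: tagged CAL PDZ protein CerCALP, purified; buffer or medium: sodium phosphate/NaCl buffer pH 7.4 with TCEP, IgG, Thesit; also added: fluorescent TMR peptide probe; schedule: 1 h incubation at room temperature before polarization reading; technique: fluorescence polarization from S- and P-plane intensities, G-factor corrected; control set: unlabelled peptide and DMSO controls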
Wnt act = Wnt/beta-catenin pathway activators, primary screen, cell-based, plate reader, single point. AID 743398, 2014. 1.2% of 300,000 active. activation, % at 9.35 µM. Wnt/beta-catenin reporter cell assay, activator; in the data active = activation above about 30%, passing the limit was not always enough; inconclusive = no clear call, values can overlap the other calls;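 also: 0% = neutral control wells and 100% = positive control wells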
MITF act = activators of MITF-driven TRPM1 promoter reporter, primary screen, cell-based, SK-MEL-5, luciferase, single point; SK-MEL-5 TRPM1-promoter luciferase, 24 h; % of positive control, neutral wells = 0; activation, % at 12.5 µM; 0.75% of 300,000 active;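 active = mean activation of at least 80% with every replicate also reaching 80%; inconclusive = mean reaches 80% but some replicate falls short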;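 also: 0% = neutral control wells and 100% = parthenolide positive control wells; values of inactives mirror those of a sister screen read the other way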
Numbers without * were called inactive; u = inconclusive; x = not tested or not shown.

The opening two entries (preview)
CAL PDZ FP-1,Rtt109 HAT inh,MITF act,V-ATPase pHluor,Wnt act,Tat export inh,Molecule,CAL PDZ FP-2,CDK5 inh,RTF Ca sens act,dFosB act
0.4,9.5,3.9,6.3,-2.5,-4.8,COc1ccc(S(=O)(=O)Nc2cccc(S(=O)(=O)N3CCCC3)c2)cc1OC,-2.7,0.8,-0.6,-1.2
-5.8,0.0,61.1,-3.7,-5.0,-4.0,CCCCn1c(N)c(-c2nc3ccccc3o2)c2c([N+](=O)[O-])nn(C)c(=O)c21,-2.3,-0.7,-0.9,-14.8

The listing, from the start:
CAL PDZ FP-1,Rtt109 HAT inh,MITF act,V-ATPase pHluor,Wnt act,Tat export inh,Molecule,CAL PDZ FP-2,CDK5 inh,RTF Ca sens act,dFosB act
0.4,9.5,3.9,6.3,-2.5,-4.8,COc1ccc(S(=O)(=O)Nc2cccc(S(=O)(=O)N3CCCC3)c2)cc1OC,-2.7,0.8,-0.6,-1.2
-5.8,0.0,61.1,-3.7,-5.0,-4.0,CCCCn1c(N)c(-c2nc3ccccc3o2)c2c([N+](=O)[O-])nn(C)c(=O)c21,-2.3,-0.7,-0.9,-14.8
-3.5,3.0,3.1,0.7,-2.9,3.0,CC(NC(=O)c1ccco1)c1ccc(-n2ccnc2)cc1 (stereo unspecified),0.8,-1.9,3.3,-6.6
-5.8,-4.4,-4.6,-2.3,-0.1,1.1,O=C(COC(=O)c1cccc(F)c1)Nc1ccc(Cl)cn1,-1.2,-0.9,3.7,13.7
-0.8,2.3,66.9,1.1,x,-2.6,COc1ccc2sc3ccccc3c(=O)c2c1OC,-1.2,-2.7,-1.5,-0.3
5.2,0.7,0.6,0.5,-1.8,-5.2,CCn1c(SCC(=O)NC2CCCC2)nnc1C(C)NC(=O)c1ccccc1Br (stereo unspecified),-2.8,-0.6,-4.6,0.8
0.1,-0.5,0.8,-3.6,5.5,7.9,CCc1nnc(NC(=O)CSc2nc(SC)ns2)s1,-1.8,0.0,6.2,-1.3
-5.1,-1.1,-3.1,1.1,-1.4,2.2,CCOC(=O)c1nn(-c2ccc(Cl)cc2)c2nc(CC)c(C#N)c(=O)n12,-1.1,0.3,1.9,-5.8
x,-4.0,-30.1,-4.8,-17.7,3.5,CCN(CC)c1ccc(C2=NNC(=O)CC2C)cc1[N+](=O)[O-] (stereo unspecified),0.3,1.3,-2.4,1.0
-0.3,9.6,-7.1,7.0,-10.6,19.8,CCCOP(=O)(OCCC)c1nc(-c2ccccc2)oc1NCc1ccccc1,-3.0,-12.2,-2.9,-10.0
-3.3,2.5,9.3,-3.6,x,-1.5,CC(C)CC(C(=O)O)C(C)CC(=O)Nc1ccn(-c2ccccc2)n1 (stereo unspecified),0.2,-2.1,-6.1,-8.4
-2.8,4.0,-2.7,-4.5,-0.8,-0.3,O=C(Cn1nnc(-c2ccccc2)n1)NNC(=O)c1ccccc1,-0.1,0.2,-3.4,-2.8
x,6.0,1.7,-0.3,3.1,8.2,CC1CCCC(C)N1C(=O)COC(=O)c1cncc(Br)c1 (stereo unspecified),-1.1,-0.7,0.2,3.1
-2.1,-0.3,1.9,-2.4,3.4,-3.6,CC(=O)NC12CC3CC(C1)CC(C(=O)OCC(=O)Nc1c(F)cccc1F)(C3)C2,-1.7,-1.8,5.7,-2.1
-2.7,19.7,3.2,-0.4,-1.5,7.5,OCC(O)C1OC(c2ccco2)OC(CO)C1O (stereo unspecified),0.0,-0.8,3.2,1.2
-0.6,-5.0,-9.7,0.6,1.8,-2.0,CCOCCCNC(=O)c1ccc(CS(=O)(=O)c2cccc(C(F)(F)F)c2)o1,0.3,-1.2,1.1,-0.3
x,-13.2,-10.5,2.9,x,-2.5,COc1ccc(Nc2ncnc3nc[nH]c23)cc1OC,-0.5,3.3,3.4,1.9
0.6,2.9,x,0.0,27.0,-5.8,Cc1c(C(=O)Nc2ccncc2)oc2ccccc12,-2.6,4.2,2.0,-18.3
-4.7,-15.0,-5.2,1.8,-6.9,-5.1,N#CCSc1nnc(Cc2cccc3ccccc23)n1C1CCCCC1,x,-1.6,11.1,-1.4
-2.1,11.7,14.6,0.1,-2.0,5.5,Cn1cccc1/C=C1\SC(=S)N(NC(=O)c2ccccc2)C1=O,-1.9,-1.1,21.3,-15.2
-0.6,x,-3.8,-6.3,0.7,-6.4,CCCn1c(=O)c(C(=O)OCC)c(O)c2cc(Br)ccc21,-2.9,-1.7,-1.1,6.0
2.3,19.1,-6.5,-3.8,0.0,9.9,COc1ccc(C(C(=O)NC(C)(C)C)N(Cc2ccc(C)cc2)C(=O)CCC(=O)Nc2cc(C)on2)cc1 (stereo unspecified),-1.4,-0.2,1.1,-15.9
-4.5,1.1,-6.4,12.0,-0.4,0.5,COc1ccc(CN2C(=O)CSC2c2ccccn2)cc1 (stereo unspecified),-0.7,0.6,1.4,1.4
3.0,2.3,1.8,-2.0,x,1.6,CS(=O)(=O)N(Cc1ccc(C(=O)NCc2ccco2)cc1)c1ccccc1,-1.4,-0.4,-2.1,-3.3
-0.5,-1.6,x,2.1,2.7,-4.3,CCOc1ccc(NC(=O)CCC(=O)c2ccc(F)cc2)cc1,-0.4,0.2,0.7,1.0
2.2,-3.5,2.0,-0.4,-7.0,-12.6,CCOC(=O)c1ccccc1NC(=O)Cc1ccc(OC)c(S(=O)(=O)N2CCOCC2)c1,-0.1,0.5,-4.8,-5.2
x,-10.4,-10.6,-0.8,0.8,-8.7,Cc1ccc(-c2nnc(Nc3ccc4c(c3)OCO4)c3ccccc23)cc1S(=O)(=O)NC(C)C,-0.2,2.2,-2.7,-22.5
x,-4.4,1.7,-0.2,-5.9,-1.2,O=[N+]([O-])c1ccc(OCc2cnc(Cl)s2)c([N+](=O)[O-])c1,-0.6,0.0,2.0,-3.5
-3.6,2.8,x,2.1,9.8,5.1,O=C(Nc1cccc(-c2cn3ccccc3n2)c1)C1CC1,-3.6,-1.3,-1.5,0.3
-9.9,-5.1,-0.9,2.4,2.8,-3.8,Cc1cc(Cl)c(OCCN2C(=O)NC(C)(C)C2=O)c(Br)c1,-0.9,-1.9,1.3,-4.4
3.2,0.6,6.9,6.1,-2.8,-10.9,COc1cccc(/C=N/NC(=O)CO/N=C(\C)c2cccs2)c1OC,-0.7,-4.1,0.6,-7.6
3.7,-3.6,x,0.0,1.5,4.8,CCOC(=O)c1c(NC(=O)CC)sc2c1CCN(Cc1ccccc1)C2,0.6,0.0,-6.4,-4.0
x,-13.8,49.3,-0.5,-2.7,-0.9,CC(/C=N/NC(=O)c1cccc([N+](=O)[O-])c1)=C\c1ccccc1,1.6,0.1,-2.5,1.8
5.8,x,-11.0,-1.5,20.8,-0.2,CC(=O)N1c2ccccc2C(=O)C1N(C)c1ccc(C)cc1 (stereo unspecified),-0.1,-0.4,-6.5,-2.8
-3.1,-3.2,23.1,4.5,x,-3.1,Nn1cnnc1SCC(=O)Nc1ccc(C2CCCCC2)cc1,-1.5,-2.5,3.9,2.1
-8.0,1.6,3.1,-4.5,-0.4,-7.1,C[C@]12CC[C@@H]3c4ccc(O[C@@H]5O[C@H](C(=O)O)[C@@H](O)[C@H](O)[C@H]5O)cc4CC[C@H]3[C@@H]1C[C@@H](O)[C@@H]2O,0.2,0.2,-0.8,6.0
x,3.5,52.2,-0.2,-2.8,-3.4,Cc1cc(N2CCC(C)CC2)nc2cccc(O)c12,-1.0,2.5,1.6,-6.4
12.3,-2.9,-14.7,-0.3,-1.0,1.6,CCCCSCCCNC(=O)c1ccc(CS(=O)(=O)c2ccccc2OC)o1,-1.8,1.0,-1.1,-6.4
-1.2,5.7,2.6,-1.4,4.0,10.0,Cc1ccccc1-n1nnnc1SCc1csc(-c2ccccc2)n1,-0.8,-0.5,0.7,-8.8
-2.3,-1.6,x,-4.1,-3.6,-10.1,O=C(Nc1ncccn1)c1ccc([N+](=O)[O-])cc1[N+](=O)[O-],1.1,0.4,3.2,-4.7
-0.3,6.5,12.5,-1.6,-1.5,5.6,CN(CCc1ccccn1)C(=O)CCC1CCCN(Cc2ccccc2OC(F)F)C1 (stereo unspecified),0.8,1.1,2.5,3.5
x,-3.4,47.4,4.0,5.0,-3.2,Cc1ccc(NC(=O)OC(C)CNC(=O)Oc2cccc(C)c2)cc1 (stereo unspecified),0.4,-1.5,1.6,-5.3
-4.9,-8.7,4.4,1.2,-0.5,-0.5,COCCCn1c(=O)c2sccc2n2c(CCCC(=O)NCC3CCCO3)nnc12 (stereo unspecified),-1.9,-1.3,0.2,3.0
4.6,2.7,x,1.9,-0.4,-17.5,O=C(CN1CCOCC1)NNc1c2ccccc2nc2ccccc12,-0.4,2.6,-6.0,-3.1
1.0,-12.6,9.8,3.5,u,1.8,COCCNC(=O)C(=O)NNC(=O)COc1ccc(OC)cc1,-2.5,-0.7,0.8,4.3
0.6,-11.1,21.5,2.6,12.5,-2.8,C/C(=C\COc1ccc2ccc(=O)oc2c1)CC[C@@H](O)C(C)(C)O,-0.3,-0.6,-4.8,2.3
4.6,-0.8,-1.8,0.9,-0.3,-1.8,CCc1cc(-c2n[nH]c(CCC(=O)O)c2-c2nc3ccccc3n2C)c(O)cc1O,-0.7,-0.3,-2.1,-1.1
-5.1,-26.3,7.7,-5.3,0.1,-0.2,CN(C)S(=O)(=O)c1ccc(C(=O)Nc2cccc(S(=O)(=O)NC3=NCCC3)c2)cc1,-2.3,0.9,1.4,-4.8
0.9,-8.1,4.4,1.8,2.1,3.8,CC(C)c1ccc(NC2CCCN(C(=O)c3cnc4ccccn4c3=O)C2)cc1 (stereo unspecified),-0.6,-0.1,-5.3,-5.0
-4.0,2.7,-5.8,-1.2,x,-0.8,CCOC(=O)C1CCC(CN(Cc2ccccc2C)S(=O)(=O)c2ccc([N+](=O)[O-])cc2)CC1 (stereo unspecified),-0.5,-0.7,1.0,-4.5
-6.7,9.7,1.8,2.6,1.1,-7.3,O=C(NNC(=O)c1cc(-c2ccccc2)nc2ccccc12)c1csc(N2CCOCC2)n1,-3.2,0.7,-15.0,-11.1
5.8,3.8,13.8,-0.8,3.5,-2.6,COc1cccc(CNS(=O)(=O)c2cccc(S(=O)(=O)N3CCOCC3)c2)c1,-1.7,0.2,-3.9,-4.8

Bioassay records deposited in PubChem by several laboratories.
